ALDH1A1 inh: ALDH1A1 (human) enzyme inhibition. Purified ALDH1A1, NADH fluorescence, propionaldehyde substrate. hit rate 7.3% among 220,000. P00352. Potency, µM (highest dose often 75.3 µM), for the others: top-dose activity, negative = inhibition, usual class: inhibitors. AID 1030; active = well fitted inhibition curve with a large enough effect, not every such curve was filed as active; inconclusive = small, poorly fitted or top-dose-only effect, or another doubt; inactive = no such curve, though single readings can be large or run the other way;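 also: plate controls were no enzyme wells and a reference inhibitor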
Target sequence (P00352 whole entry, looked up): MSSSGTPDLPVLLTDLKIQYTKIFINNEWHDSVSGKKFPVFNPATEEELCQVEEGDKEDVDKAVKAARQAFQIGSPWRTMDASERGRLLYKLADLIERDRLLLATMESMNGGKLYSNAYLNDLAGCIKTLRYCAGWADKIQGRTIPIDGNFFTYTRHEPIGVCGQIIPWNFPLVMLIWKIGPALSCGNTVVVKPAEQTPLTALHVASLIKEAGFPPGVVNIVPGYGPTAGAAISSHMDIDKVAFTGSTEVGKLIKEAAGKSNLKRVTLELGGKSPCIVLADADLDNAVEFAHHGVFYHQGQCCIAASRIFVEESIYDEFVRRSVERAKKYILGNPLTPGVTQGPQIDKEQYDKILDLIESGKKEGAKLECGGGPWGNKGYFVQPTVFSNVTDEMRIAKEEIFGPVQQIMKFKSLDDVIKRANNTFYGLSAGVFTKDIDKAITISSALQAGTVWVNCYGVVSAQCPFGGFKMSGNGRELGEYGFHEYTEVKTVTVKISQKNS
GLA spleen mod: alpha-galactosidase A (human) modulation | P06280 | human spleen homogenate, 4MU-alpha-Gal fluorescence, 40 min | Potency, µM (top dose mostly 80 µM), inactives show at the top dose activity change, negative = inhibition, usual class: inhibitors | hit rate 0.008% among 240,000 | AID 2107;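 also: 0% = enzyme with vehicle and -100% = no enzyme basal signal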
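Inhibition or activation of alpha-galactosidase in human spleen homogenate is scored by 4-MU fluorescence after 40 min at 37C, pH 5.0, with 1 mM substrate. AC50s come from concentration-response fitted to the Hill equation.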
aGlu spleen mod: inhibits or activates alpha-glucosidase in human spleen homogenate | human spleen homogenate, 4-MU-alpha-glucoside fluorescence | hit rate 0.006% among 240,000 | P10253 | Potency, µM (series often up to 79.9 µM), inactives show at the top dose activity change, negative = inhibition, actives largely listed as inhibitors | AID 2112;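 also: 0% = enzyme with vehicle and -100% = no enzyme basal signal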
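Human spleen homogenate (1 ug) with 4-methylumbelliferyl-alpha-D-glucopyranoside (1 mM final) in 50 mM citrate/phosphate pH 5.0, 0.01% Tween-20; 40 min at 37 C. Stopped at pH 10; 4-MU fluorescence Ex 365/Em 440 nm; AC50 by Hill fit.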
GoLoco inh red: RGS12 GoLoco-Gai1 interaction inhibition | P63096 | Gai1:RGS12 GoLoco peptide FP, rhodamine, 10 min | Potency, µM (doses to about 61.6 µM), for the others: at the top dose activity, negative = inhibition, usual class: inhibitors | hit rate 0.44% among 230,000; active = well fitted inhibition curve with a large enough effect, not every such curve was filed as active; inactive = no such curve, though single readings can be large or run the other way; also: % is scaled to controls: 0 for no effect and ±100 for the full control effect; nearly all actives have a fitted effect of over 30% in size; many of its hits are not listed in these tables
SMN2 splice up: increases expression of the SMN2 splice variant | HEK293 SMN2-luciferase splicing reporter, luminescence, 30-36 h | Potency, µM (doses to about 46.1 µM), for the others: at the top dose activity change, positive = activation, hits mostly activators | hit rate 2.8% among 210,000; also: % of control where 0% means no effect; nearly all actives have a fitted effect of over 55% in size
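HEK293 cells carry an SMN2 […]–luciferase reporter in which exon 7 inclusion puts luciferase in frame. Cells were plated 10-12 h before compound addition, then incubated 30-36 h at 37C. ONE-Glo luminescence was read; sodium butyrate at 4.5 mM final served as control.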
KDM4E inh: blocks human JMJD2E demethylase activity. B2RXH2. hit rate 1.6% among 230,000. Potency, µM (doses to about 57.1 µM), inactives show at the top dose activity change, negative = inhibition, usual class: inhibitors. JMJD2E catalytic domain, FDH-coupled NADH fluorescence (FDH is formaldehyde dehydrogenase); active = well fitted inhibition curve with a large enough effect, not every such curve was filed as active; inconclusive = small, poorly fitted or top-dose-only effect, or another doubt; inactive = no such curve, though single readings can be large or run the other way;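 also: 0% = wells with enzyme and -100% = buffer wells without enzyme; nearly all actives have a fitted effect of over 50% in size; many of its hits are not listed in these tables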
Target sequence (B2RXH2 1-337 limits assumed): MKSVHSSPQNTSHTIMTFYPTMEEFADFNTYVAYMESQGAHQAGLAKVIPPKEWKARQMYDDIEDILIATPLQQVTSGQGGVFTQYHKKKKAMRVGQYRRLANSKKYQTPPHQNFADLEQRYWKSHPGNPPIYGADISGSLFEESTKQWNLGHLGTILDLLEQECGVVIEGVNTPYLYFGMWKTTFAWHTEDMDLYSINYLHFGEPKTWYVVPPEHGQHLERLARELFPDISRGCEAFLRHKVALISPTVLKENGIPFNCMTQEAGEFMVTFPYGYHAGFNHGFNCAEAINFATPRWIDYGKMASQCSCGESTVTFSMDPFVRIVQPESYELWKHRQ
GAA glycogen: alters human alpha-glucosidase cleavage of glycogen. Potency, µM (series often up to 76.4 µM), for the others: top-dose activity change, negative = inhibition, usual class: inhibitors. recombinant GAA, glycogen substrate, Amplex Red glucose oxidase fluorescence. hit rate 0.38% among 300,000. AID 2100;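 also: 0% = full enzyme reaction and -100% = no-enzyme basal signal; the screen sought inhibitors and activators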
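Recombinant human enzyme (4 nM); glycogen substrate; 37 C, 40 min, pH 5.0. Readout: coupled glucose oxidase/Amplex Red fluorescence.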
GAA inhib: inhibitors of human lysosomal alpha-glucosidase; P10253; purified human GAA, 4-MU-alpha-glucoside fluorescence; Potency, µM (highest dose often 76.9 µM), for the others: at the highest dose activity change, negative = inhibition, actives largely listed as inhibitors; hit rate 0.005% among 200,000; AID 1466;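 also: plate controls were uninhibited enzyme wells for no effect and no-enzyme background for full effect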
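AC50 values come from Hill fits of compound titrations (up to 77 uM) against 4 nM human enzyme. Substrate 4-methylumbelliferyl-alpha-D-pyranoside at 400 uM, pH 5.0 citrate buffer, 20 min room temperature; fluorescence Ex 365/Em 440 after alkaline stop.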
An asterisk follows results filed as active; u = inconclusive; x = no result given; & = joins results of further samples; [ ] = dose if it differs, or a comment. Unless noted, calls follow the shape of the dose curve; as a rule, active = well fitted curve in the direction sought with a large enough effect; inconclusive = small, poorly fitted or top-dose-only effect, or another doubt; inactive = no such curve, though single readings can be large; an effect the other way counts as inactive or inconclusive. Potency is read from the fitted curve at half-maximal effect. This is a subset; count on the stated rates, not on these rows.

The line under a structure holds: ALDH1A1 inh	GLA spleen mod	aGlu spleen mod	GoLoco inh red	SMN2 splice up	KDM4E inh	GAA glycogen	GAA inhib
#1 O=C(Nc1ccc2c(c1)OCO2)C1CC(c2ccccc2Cl)=NO1 (stereo unspecified)
  2%	-7%	-1%	-6%	15%	-7%	-4%	-5%
#2 CN(C(=O)CCc1nnc(CCCCc2ccccc2)o1)C1CC(C)(C)NC(C)(C)C1
  1%	9%	5%	8%	x	0%	-17%	5%
#3 Cc1ccc(N2NC(=O)/C(=C\c3cc4c(cc3[N+](=O)[O-])OCO4)C2=O)cc1C
  18µM*	-8%	0%	-8%	-23%	-4%	2%	-8%
#4 CCOC(=O)Cc1nnc(NC(=O)c2ncn[nH]2)s1
  1%	9%	3%	5%	x	-2%	0%	-6%
#5 CCc1c(O)nc(SCC(N)=O)n(-c2ccccc2F)c1=O
  14%	-5%	-2%	-1%	u	2%	-3%	-11%
#6 CCOC(=O)C(C)Sc1nnc(NC(=O)c2cccc([N+](=O)[O-])c2C)s1 (stereo unspecified)
  u	-2%	-3%	7%	-1%	6%	17%	3%
#7 O=C(COc1ccc(Cl)cc1[N+](=O)[O-])N1CCCCC1
  -2%	-7%	-4%	16%	18%	-7%	6%	11%
#8 N=c1c(C(=O)NCc2ccccc2)cc2c(=O)n3ccccc3nc2n1Cc1ccco1
  u	9%	-5%	9%	-6%	u	-3%	-2%
#9 Cn1c2ccccc2c2c(C(=O)N3CCN(c4ccc(F)cc4)CC3)cn(C3CCCC3)c(=O)c21
  u	18%	-15%	4%	-32%[inhibitor]	u	-10%	-7%
#10 CN(C)CCCO/N=C(\c1ccccc1)c1ccncc1
  u	-13%	-3%	4%	-15%	5%	2%	3%
#11 Cc1ccc(-n2ncc3c(=O)n(CC(=O)N4CCCCCC4)cnc32)cc1
  u	-10%	-7%	10%	-25%	u	-1%	-1%
#12 NNC(=O)CC(=O)NC1(Cc2ccc(O)cc2)CCCCC1
  -1%	5%	0%	0%	x	-35%	-19%	-21%
#13 Cc1cc(NS(=O)(=O)c2ccc(Nc3nc(-c4sc(C)nc4C)cs3)cc2)no1
  u	0%	2%	7%	-23%	u	1%	4%
#14 CC(=O)Nc1ccc(-c2cc(-c3ccccc3)nc(-c3ccccc3)n2)cc1
  u	-2%	1%	11%	4%[1.84 µM]	1%	-1%	-4%
#15 Nc1[nH]nc2nc3ccccc3nc12
  0%	5%	1%	3%	x	-1%	x	x
#16 CCOC(=O)C1CCC(CN(Cc2ccccc2C)S(=O)(=O)c2ccc([N+](=O)[O-])cc2)CC1 (stereo unspecified)
  -2%	11%	1%	10%	-65%[inhibitor]	-5%	-20%	-14%
#17 CC(C)CC(=O)Nc1nnn(C)n1
  8%	0%	-4%	9%	-6%	-1%	9%	0%
#18 CCOC(=O)c1sc2nc(C)nc(Nc3ccc(OC)c(OC)c3)c2c1C
  -2%	4%	-4%	4%	-41%[inhibitor]	u	4%	0%
#19 COc1ccccc1N/C(N)=N/c1nc(CSc2ccc(C)cc2)cc(=O)[nH]1
  -6%	9%	5%	2%	-36%[inhibitor]	1%	8%	-3%
#20 CCOc1ccc(N=Nc2c(=O)[nH]n3c(=O)cc(C)[nH]c23)cc1
  -2%	-4%	-10%	16%	u	-11%	-4%	-4%
#21 CC(C)(C)c1nc2c(Br)cc(Br)cc2c(=O)o1
  0%	-3%	-13%	-4%	5%	2%	-3%	10%
#22 CCC(C)NC(=O)c1nc2c(nnn2Cc2ccccc2Cl)c(=O)[nH]1 (stereo unspecified)
  -3%	1%	8%	17%	x	8%	-10%	0%
#23 CCCNC(=O)c1c[nH]c2ccc(S(=O)(=O)N(C)c3ccc(OCC)cc3)cc2c1=O
  u	-2%	-6%	0%	-31%[inhibitor]	x	2%	-9%
#24 CCCN(CCC)CCCNC(=O)CC1Nc2ccccc2NC1=O (stereo unspecified)
  -6%	9%	-14%	1%	-2%	u	3%	7%
#25 CN1CCN(c2nc(-c3ccccc3)ncc2S(=O)(=O)c2ccccc2)CC1
  14µM*	1%	3%	2%	-2%	6%	9%	-33%
#26 Cc1ccc(CSCC(=O)N2CCN(Cc3ccc4c(c3)OCO4)CC2)cc1
  u	2%	-25%	0%	-20%	-4%	-7%	-1%
#27 CCC(=O)Nc1ccccc1Sc1ncnc2scc(-c3ccccc3)c12
  -2%	-4%	-11%	12%	15%	u	11%	-9%
#28 CC(=O)NC1=NN(C(C)=O)C(c2cccs2)S1 (stereo unspecified)
  -9%	2%	-4%	-7%	-8%	6%	3%	u
#29 Cn1nnc2cc(C(=O)NCCC3=CCCCC3)ccc21
  -8%	4%	2%	5%	11µM*	-1%	-3%	-3%
#30 Cc1ccc(C(=O)Nc2nc(=O)n(C(=O)c3ccccc3Cl)s2)cc1
  u	-1%	1%	3%	u	0%	2%	-2%
#31 CC(C)CC(=O)N(c1ccc(F)cc1)C1C=CS(=O)(=O)C1 (stereo unspecified)
  5%	1%	0%	-13%	-8%	7%	4%	-8%
#32 CCc1cccc2c(C#N)cn(CC(=O)NCCOC)c12
  -3%	1%	-1%	4%	-1%	5%	6%	6%
#33 CCC1=C2CC[C@H]3C(=O)N(CC)C(=O)[C@H]3[C@H]2[C@@]2(C)C(=O)N(CC(=O)OC)C(=O)N2C1=O
  18µM*	9%	8%	-34%	-2%	-12%	x	x
#34 Cc1cccc2c(=O)cc(C)n(CC(=O)N3CCCCC3)c12
  u	3%	-2%	x	x	-13%	-5%	2%
#35 CCCC(=O)Nc1nnc(CC(=O)N2CCCC2)s1
  21%	14%	0%	-39%	29%	3%	5%	3%
#36 O=C(CN1C(=O)C2C3CC(C(Br)C3Br)C2C1=O)OCC(=O)c1cccc([N+](=O)[O-])c1 (stereo unspecified)
  4%	-1%	-3%	4%	-7%	7%	-7%	6%
#37 Cc1cc(NC(=O)CN2C(=O)NC3(CCCCCC3)C2=O)no1
  x	0%	-2%	-11%	x	19%	11%	x
#38 COc1cc(/C=N/NC(=O)c2cc(C3CC3)[nH]n2)ccc1O
  x	3%	0%	0%	x	-3%	u	x
#39 O=[N+]([O-])c1ccc(Nc2nc(Cl)nc(NCCO)n2)cc1
  3%	-3%	4%	10%	13%	1%	-7%	0%
#40 O=c1c2ccccc2nc2n1C(CBr)CS2 (stereo unspecified)
  -2%	-11%	-1%	-2%	-2%	u	10%	5%

Next section
nr | compound | ALDH1A1 inh | GLA spleen mod | aGlu spleen mod | GoLoco inh red | SMN2 splice up | KDM4E inh | GAA glycogen | GAA inhib
41 | O=C(Cc1ccccc1)N1CCN(S(=O)(=O)c2cccc([N+](=O)[O-])c2)CC1 | u | 4% | 2% | 7% | x | -9% | 8% | 11%
42 | Cc1ccc(S(=O)(=O)NC2=NCN(CCc3ccccc3)CN2)cc1 | 2% | 10% | 7% | 3% | 7% | 12% | 21% | u
43 | Cc1ccc(S(=O)(=O)Nc2ccccc2C(=O)OC(C)C(=O)Nc2ccc3ccccc3c2)cc1[N+](=O)[O-] (stereo unspecified) | -1% | -17% | -2% | -12% | -27% | -7% | 2% | 1%
44 | O=C1CC(c2ccc(S(=O)(=O)NCc3ccncc3)cc2)CN1 (stereo unspecified) | 12% | -4% | 4% | -6% | -9% | 6% | -3% | u
45 | O=C(NCC(c1cccnc1)N1CCN(c2ccccc2F)CC1)C1CCCCC1 (stereo unspecified) | 7% | 1% | 3% | 8% | -27% | 2% | 1% | 1%
46 | O=C(NNc1cc(N2CCOCC2)nc(N2CCOCC2)n1)c1ccc([N+](=O)[O-])cc1 | -5% | -20% | 0% | -29% | x | -2% | u | -8%
47 | O=C(NCCS(=O)CCNC(=O)C(F)(F)F)C(F)(F)F | 1% | -4% | -3% | -2% | -9% | -2% | 8% | -2%
48 | COc1ccc(-c2cc(C(=O)Nc3c(C)n(C)n(-c4ccccc4)c3=O)no2)cc1OC | 4% | 5% | -2% | 11% | -2%&-4% | 3% | -8% | -3%
49 | O=C(Cc1ccccc1)NCC(=O)N/N=C/c1cccnc1 | x | 1% | 3% | 7% | x | 3% | -4% | x
50 | O=C(c1ccc(-c2ccccc2)cc1)c1ccc([N+](=O)[O-])cc1 | x | 1% | -2% | -2% | x | 7% | 7% | x

Reformatted with each value named: part of the list above.
25	CN1CCN(c2nc(-c3ccccc3)ncc2S(=O)(=O)c2ccccc2)CC1
  ALDH1A1 inh = 14µM*	GLA spleen mod = 1%	aGlu spleen mod = 3%	GoLoco inh red = 2%	SMN2 splice up = -2%	KDM4E inh = 6%	GAA glycogen = 9%	GAA inhib = -33%
46	O=C(NNc1cc(N2CCOCC2)nc(N2CCOCC2)n1)c1ccc([N+](=O)[O-])cc1
  ALDH1A1 inh = -5%	GLA spleen mod = -20%	aGlu spleen mod = 0%	GoLoco inh red = -29%	SMN2 splice up = x	KDM4E inh = -2%	GAA glycogen = u	GAA inhib = -8%
6	CCOC(=O)C(C)Sc1nnc(NC(=O)c2cccc([N+](=O)[O-])c2C)s1 (stereo unspecified)
  ALDH1A1 inh = u	GLA spleen mod = -2%	aGlu spleen mod = -3%	GoLoco inh red = 7%	SMN2 splice up = -1%	KDM4E inh = 6%	GAA glycogen = 17%	GAA inhib = 3%
36	O=C(CN1C(=O)C2C3CC(C(Br)C3Br)C2C1=O)OCC(=O)c1cccc([N+](=O)[O-])c1 (stereo unspecified)
  ALDH1A1 inh = 4%	GLA spleen mod = -1%	aGlu spleen mod = -3%	GoLoco inh red = 4%	SMN2 splice up = -7%	KDM4E inh = 7%	GAA glycogen = -7%	GAA inhib = 6%

The list continues.
nr | compound | ALDH1A1 inh | GLA spleen mod | aGlu spleen mod | GoLoco inh red | SMN2 splice up | KDM4E inh | GAA glycogen | GAA inhib
51 | c1ccc(-c2nnsc2-c2nc3ccccc3[nH]2)cc1 | u | -4% | -8% | 3% | -20% | u | -5% | -4%
52 | COc1ccc(C/C(C)=N/NC(=S)Nc2ccc(Cl)cc2)cc1 | x | -14% | 2% | 2% | x | -7% | -7% | x
53 | O=C(CSc1nnnn1C1CCCC1)NCc1cccs1 | u | 6% | 2% | -8% | x | u | 18% | -10%
54 | O=C(O)c1cc(N(Cc2ccccc2O)Cc2cc(O)ccc2O)ccc1O | u | 0%&-12%&-1% | 5%&-4%&-7% | -23%&-13% | -11% | x | x | x

Source: PubChem BioAssay
